Xi reactivation: activators of inactive X chromosome reactivation, primary screen, imaging, XiGFP fibroblasts, GFP high-content imaging, set 2 | AID 743238, 2013 | actives 0.055% (n = 360,000) | activation, % at 7.58 µM | XiGFP mouse fibroblasts, % GFP-positive cells imaging, 3 d; cells co-treated with 5-aza-dC sensitizer; scaled so ellipticine positive control = 100%;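 active means mean normalized replicate activation at least 10% and every replicate at or above 10%; inconclusive means only one of the two criteria met; inactive means mean below 10% and not all replicates reach 10%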;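 further: 0% = median of on-plate neutral control wells and 100% = ellipticine 6 µM median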
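material = 68-5-11 XiGFP fibroblast line | medium = DMEM plus 5-aza-dC sensitizer | schedule = 3 days compound exposure | benchmarks = positive control ellipticine, 6 µM final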
DENV2 CPE: inhibitors of DENV2 cytopathic effect, primary screen, cell-based, plate reader, single concentration | AID 651640, 2012 | DENV2-infected cells, cytopathic effect rescue | actives 1.7% (n = 350,000) | CPE inhibition, % at 9.99 µM; in the data active means CPE inhibition above about 20%, passing the limit was not always enough; inconclusive means no clear call, values can overlap the other calls; tested in BHK-21 cells;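 further: 0% = median of neutral control wells and 100% = median of positive control wells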
ARNT TACC3 PPI: disruptors of ARNT/TACC3 protein interaction, primary screen, biochemical, AlphaScreen, single concentration; inhibition, % at 9.99 µM; actives 0.66% (n = 390,000); AlphaScreen His-ARNT PAS-B/GST-TACC3 binding, luminescence; TACC3 fragment carries E629A point mutation;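 active means mean inhibition of replicates at least 50% and at least half of replicates each reaching 50%; inconclusive means half or more replicates reach 50% but mean below 50%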;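 further: 0% = complete ARNT plus TACC3 wells and 100% = ARNT alone without TACC3; many hits fall short of the cut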
EWS-Fli inh: EWS/Fli-driven NR0B1 reporter inhibitors, primary screen, A673 cells, NR0B1 luciferase, luminescence, MLPCN library. actives 0.67% (n = 350,000). viability-normalised. inhibition, % at 12.6 µM. AID 651661, 2012;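 active means mean inhibition of at least 50% after viability correction, with every replicate also passing that limit; inconclusive means mean reaches 50% but only one of two replicates passes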;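 further: firefly luciferase signal divided by Alamar Blue viability fluorescence both relative to DMSO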
PAX8 reporter: inhibitors of PAX8-driven TPO luciferase reporter, primary screen, RMG-I cells, single concentration | SteadyGlo, 24 h | inhibition, % at 12.6 µM | actives 1.2% (n = 360,000) | AID 652154, 2013;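 active means mean replicate inhibition at least 60% with every replicate also reaching 60%; inconclusive means only one of the two criteria is met; inactive means mean below 60% and not all replicates reaching 60%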;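 further: luciferase light reporting Pax8 driven TPO promoter activity; plate controls were median of neutral control wells for no effect and mitoxantrone controls for full effect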
ERp5 block: inhibitors of ERp5-driven insulin aggregation, primary screen, biochemical, turbidity, absorbance 650 nm, single point. 90 min. inhibition, % at 9.99 µM. actives 0.05% (n = 350,000). AID 651711, 2012;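 active means mean replicate inhibition above about 25%, with every replicate also reaching it, limit read from the data, passing the limit was not always enough; inconclusive means only one of those two criteria met; inactive means neither criterion met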
Target sequence (Q15084 whole entry, looked up): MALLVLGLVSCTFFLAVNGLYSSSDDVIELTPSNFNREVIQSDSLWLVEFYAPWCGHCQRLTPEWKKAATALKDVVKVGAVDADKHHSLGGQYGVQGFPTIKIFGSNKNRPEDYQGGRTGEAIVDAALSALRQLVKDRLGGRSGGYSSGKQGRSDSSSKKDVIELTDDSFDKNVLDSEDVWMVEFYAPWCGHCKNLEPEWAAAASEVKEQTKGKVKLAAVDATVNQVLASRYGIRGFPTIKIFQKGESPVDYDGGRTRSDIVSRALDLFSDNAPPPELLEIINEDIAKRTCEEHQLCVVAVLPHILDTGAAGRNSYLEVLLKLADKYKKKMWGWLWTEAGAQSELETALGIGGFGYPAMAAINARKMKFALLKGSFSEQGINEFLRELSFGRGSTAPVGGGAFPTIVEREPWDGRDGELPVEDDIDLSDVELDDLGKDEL
GSIS activator: GLuc luminescence reporter in INS-1E cells, primary screen for activators of glucose-dependent secretion of insulin; INS-1E GLuc reporter insulin secretion, 2-3 h; activation, % at 16.6 µM; actives 0.61% (n = 370,000); AID 743287, 2014;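 active means lowest replicate activation of at least 40%, so every replicate reaches that level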;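 further: 0% = median of neutral control wells and 100% = median of IBMX positive control wells; some compounds called inactive have numbers as strong as hits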
CFTR F508del cor: F508del CFTR correction, initial screen, CFBE line, single point. CFBE cells, YFP halide quenching; stimulated with forskolin plus potentiator P3; % fluorescence drop versus neutral controls. activity (quench increase), % at 7.58 µM. actives 0.36% (n = 350,000);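 active means mean added fluorescence quench of at least 8% versus neutral control, with both replicates also reaching 8%; inconclusive means only one of the mean or replicate conditions met; inactive means mean below 8% and not both replicates reaching 8%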;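 further: cells transiently co-express mutant CFTR-F508del with the halide-sensitive YFP; corrector assay measuring rescue of mutant channel to the surface after 24 h compound exposure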
* marks the source's active call; other numbers are inactive results; u = inconclusive; x = no result given.

SMILES | Xi reactivation | DENV2 CPE | ARNT TACC3 PPI | EWS-Fli inh | PAX8 reporter | ERp5 block | GSIS activator | CFTR F508del cor
C[C@@H]1CN([C@@H](C)CO)C(=O)Cc2cc(NC(=O)NC3CCCCC3)ccc2O[C@@H]1CN(C)C(=O)Nc1ccc(F)cc1 | 0.1 | -5 | 12 | 12 | 6 | 1 | 1 | -1.8
CCC1=NN2C(=N)/C(=C/c3cc(C)n(-c4ccccc4)c3C)C(=O)N=C2S1 | 0.1 | 0 | -1 | 15 | -4 | 7 | 1 | -1.6
COc1ccc(C=NNc2ccc([N+](=O)[O-])cc2S(=O)(=O)Nc2ccccc2C(=O)O)cc1OC | -0.1 | -5 | -6 | -7 | -4 | -4 | x | -0.5
CC(OC(=O)Cn1cc(C(F)(F)F)ccc1=O)C(=O)N(C)c1ccccc1 (stereo not drawn) | 0.0 | 5 | -3 | 7 | 23 | -2 | -16 | -0.1
N=C1c2ccccc2CN1c1ccc(S(=O)(=O)N2CCCCC2)cc1 | 0.1 | x | -13 | 3 | -9 | 1 | 7 | 1.9
COc1ccc(-c2ccc3c(c2)O[C@H](CN(C)C(C)=O)[C@H](C)CN([C@@H](C)CO)S3(=O)=O)cc1 | -0.9 | -5 | 2 | 18 | x | -4 | -4 | -2.2
CN1C(=O)C(C)(C)c2cc(S(=O)(=O)N3CCN(c4ccccc4)CC3)ccc21 | 0.1 | 0 | -1 | -19 | -60 | -14 | -5 | 1.6
O=C(COc1ncnc2c(Cl)cc(Cl)cc12)Nc1cc([N+](=O)[O-])ccc1Cl | 0.0 | x | -6 | x | -1 | x | 13 | x
COC(=O)c1[nH]nc(C(=O)OC(C)(C)C)c1-c1ccccc1 | 0.1 | 1 | -7 | -14 | -16 | -2 | x | x
CC(=O)c1sc(NC(=O)CCS(=O)(=O)c2ccccc2)nc1C | 0.0 | -5 | x | x | 44 | 1 | 0 | -3.9
Cc1ccc(C(=O)OCC(=O)NCc2ccccc2)cc1S(=O)(=O)N1CCCCC1 | 0.2 | -1 | 0 | 0 | 13 | 7 | -2 | -1.7
Cc1ccc(SC[C@H](C)CN2CC[C@H](NC(=O)OCc3ccccc3)CCC2=O)cc1 | 0.1 | u | -1 | -1 | -3 | 5 | -26 | -1.7
COc1cccc(C(=O)/C=C/Nc2ccc(S(=O)(=O)Nc3ccc(C(C)=O)cc3)cc2)c1 | 0.4 | 6 | -3 | -9 | -66 | 1 | -1 | x
COc1ccc(CNC(=O)COC(=O)CN2C(=O)C3CC=CCC3C2=O)cc1 (stereo not drawn) | 0.0 | -7 | -4 | 1 | 10 | 2 | -1 | -1.3
O=C(NCCCCc1ccccc1)c1ccc(F)cc1 | 0.2 | -5 | -1 | -12 | -5 | -2 | -36 | -0.4
C[C@H]1CN([C@@H](C)CO)C(=O)c2cc(-c3cccnc3)cnc2O[C@@H]1CN(C)C(=O)C1CCC1 | -1.2 | 3 | -2 | -1 | x | 2 | 4 | 0.0
CCCNC(=O)N(C)C[C@@H]1Oc2ncc(-c3cccc(C#N)c3)cc2C(=O)N([C@H](C)CO)C[C@H]1C | 0.4 | -3 | -13 | -1 | -22 | 2 | 21 | 1.9
COc1ccc(-c2ccc3c(c2)[C@@H]2[C@@H](CCN2S(=O)(=O)c2ccccc2F)[C@@H](CO)N3)cc1 | 0.2 | -25 | -4 | 5 | 28 | x | 15 | -0.4
Cc1ccc(-c2cccc(C3CC=CC4C3C(=O)N(Cc3ccccc3)C4c3ccc4ccccc4c3)c2)cc1 (stereo not drawn) | 0.0 | x | 13 | 1 | -19 | 4 | 1 | 2.0
COc1ccc(CC(N)c2csc(Nc3cc(Oc4ccccc4)ncn3)n2)cc1 (stereo not drawn) | 0.0 | -4 | x | 16 | 18 | 1 | -13 | -2.7
C/C=C/c1cnc2c(c1)C(=O)N([C@H](C)CO)C[C@H](C)[C@H](CN(C)C(=O)C1CCC1)O2 | -1.3 | x | x | 3 | x | x | 15 | -7.1
O=C(O)/C=C\C(=O)Nc1ccc(Oc2ccc(Br)cc2)cc1 | 0.0 | -4 | 6 | 35 | -3 | 3 | -2 | 1.2
C[C@@H]1CN([C@H](C)CO)C(=O)c2cccc(NC(=O)Nc3ccc4c(c3)OCO4)c2O[C@@H]1CN(C)C(=O)Nc1ccc(F)cc1 | -0.1 | u | -5 | -15 | -3 | x | -13 | 1.8
C[C@@H]1CN([C@H](C)CO)C(=O)c2cc(-c3ccc(F)cc3)cnc2O[C@H]1CN(C)S(C)(=O)=O | 0.2 | 5 | -2 | 7 | x | -1 | -2 | 0.2
C[C@H](CO)N1C[C@H](C)[C@@H](CN(C)S(=O)(=O)c2ccccc2)Oc2c(NC(=O)C3CCOCC3)cccc2C1=O | 0.0 | u | -9 | 1 | -16 | 5 | 8 | -0.1
CC1(c2nnc(-c3ccc(Cl)cc3)o2)CC(c2cccnc2)=NO1 (stereo not drawn) | 0.2 | 3 | 3 | 4 | -8 | 1 | 1 | -0.8
C[C@H](CO)N1C[C@H](C)[C@H](CN(C)C(=O)c2ccccc2)OCc2ccccc2-c2ccccc2C1=O | 0.2 | 2 | -8 | -7 | x | -3 | 5 | -1.7
Cc1ccc(SC[C@H](Cc2ccccc2)N2CCN(CC(C)C)CCC2=O)cc1 | -0.1 | -5 | 1 | -6 | -23 | -2 | -15 | 1.7
Cc1ccc(-n2c(SCC(=O)NCCN3C(=O)CSC3=O)nnc2-c2ccccc2)cc1C | 0.3 | x | 5 | x | 5 | x | -5 | x
CCC(=O)NC[C@@H]1[C@@H](c2ccc(C3=CCCC3)cc2)[C@@H](CO)N1C(=O)C1CC1 | 0.0 | u | 3 | -10 | 3 | x | 14 | -0.4
CC(C)c1ccc(NC(=S)NNC(=O)c2cccnc2)cc1 | 0.7 | 7 | -3 | -4 | -39 | 6 | x | 2.4
CSc1nnc(C)c(=O)n1COC(=O)/C=C/c1ccccc1 | 0.7 | -5 | 0 | 9 | 15 | -2 | -2 | -2.6
O=C(CCc1nnc2n(Cc3ccccc3)c(=O)c3ccccc3n12)NCCCN1CCCCC1 | -0.1 | 17 | 2 | x | 7 | x | 3 | -1.0
O=C(COC(=O)Cn1cnc2ccccc2c1=O)NCC12CC3CC(CC(C3)C1)C2 | 0.0 | 18 | -2 | -1 | -5 | -3 | x | x
Cc1cccc(-n2cc(CN(C)Cc3nccn3C)c(-c3cccc(F)c3)n2)c1 | -0.1 | -1 | x | 6 | 14 | 5 | -14 | -1.6
Nc1ccc2c(c1)C1(CCC2)NC(=O)NC1=O (stereo not drawn) | 0.1 | -8 | x | 3 | 1 | -5 | x | -2.8
CC(=O)N1CCN(c2nnc(-c3ccccc3)c3ccccc23)CC1 | 0.0 | 2 | -25 | -8 | -2 | 2 | 40* | 0.8
CCCC(=O)c1ccc(N2CCN(S(=O)(=O)c3ccc(C)cc3)CC2)c(F)c1 | x | -1 | 16 | 11 | x | 1 | 12 | 4.2
C[C@H](CO)N1C[C@H](C)[C@H](CN(C)Cc2ccccn2)Oc2cc(-c3ccncc3)ccc2S1(=O)=O | 0.0 | -1 | 0 | -8 | -1 | -2 | 5 | 0.9
CNC[C@H]1Oc2ccc(NC(=O)CCN3CCOCC3)cc2C(=O)N([C@@H](C)CO)C[C@H]1C | -0.6 | 10 | -6 | 5 | -23 | 1 | 23 | 0.2
O=C(Nc1ccncc1)Nc1ccc(Cl)cc1Cl | -0.1 | 71* | -2 | x | -21 | 5 | 18 | 1.0
Cc1ccc(S(=O)(=O)N(C)C[C@H]2Oc3ccc(NC(=O)Nc4ccc(F)cc4)cc3CC(=O)N([C@H](C)CO)C[C@@H]2C)cc1 | -0.1 | 80* | -6 | -4 | -9 | 2 | -11 | -0.5
Cc1nc(NC(=O)COC(=O)CCC(=O)c2cccs2)c(Cl)cc1Cl | 0.1 | 2 | -5 | 3 | 5 | -2 | 2 | 1.1
CN(C)c1ccc(/C=N/NC(=O)c2ccccc2)cc1 | 0.0 | -1 | x | -72 | -161 | -7 | -2 | 3.3
COC(=O)Cc1c(O)ccn(CCc2ccc(OC)c(OC)c2)c1=O | 0.1 | -5 | -28 | -3 | 5 | 9 | 4 | 2.2
CN(C)c1ccc2c(c1)[C@H]1C[C@H](CC(=O)NCc3ccc(Oc4ccccc4)cc3)O[C@H](CO)[C@H]1O2 | 0.2 | 1 | 7 | 40 | 52 | 0 | 7 | 0.8
CC(=O)N(C1=C(O)c2ccccc2C(=O)C1=O)C1CCCCC1 | x | 2 | 3 | -4 | x | -1 | -1 | 0.5
C[C@@H]1CN([C@@H](C)CO)C(=O)Cc2cc(NS(=O)(=O)c3cn(C)cn3)ccc2O[C@H]1CN(C)C | 0.1 | -2 | -2 | -9 | -14 | -1 | 16 | -2.0
CSCC[C@H](N)C(=O)N1CCC(C(=O)N[C@@H](C)C(=O)NCc2ccc(F)cc2)CC1 | x | u | -9 | -4 | x | -2 | -2 | -0.1
CCN(CC)C(=O)C1=C(C)Nc2ncnn2C1c1cccnc1 (stereo not drawn) | 0.1 | -3 | -8 | 1 | 2 | 2 | 24 | 0.5
CCOc1ccc(OCC)c(NC(=O)Cn2cccc2)c1 | x | u | -4 | -3 | x | -1 | -5 | -3.6
COc1ccc(S(=O)(=O)/N=C2\C=C(NS(=O)(=O)c3ccccc3)C(=O)c3ccccc32)cc1 | 0.0 | -5 | 36 | -67 | 19 | -3 | 4 | -1.2
CC(=O)NC(=S)Nc1ccc(S(=O)(=O)Nc2ncccn2)cc1 | -0.1 | 6 | -1 | 16 | 0 | 0 | 13 | -1.0
O=C1C(O)=CC(=C(c2ccccc2)c2ccccc2)c2ccccc21 | 1.3 | -4 | 16 | -22 | 23 | 19 | 92 | -2.9
C[C@H](CO)N1C[C@H](C)[C@H](CN(C)Cc2ccc(C(=O)O)cc2)OCCCC[C@H](C)Oc2ccc(NC(=O)Cc3ccccc3)cc2C1=O | 0.1 | 0 | 6 | u | -7 | 5 | 18 | 0.8
COc1ccccc1NS(=O)(=O)c1ccc2oc(SC)nc2c1 | 0.0 | 3 | 9 | -23 | -9 | -1 | 6 | 1.0
Cc1c(Cl)cccc1N=c1c([N+](=O)[O-])nn(-c2ccccc2)n1O | x | 0 | -5 | -2 | x | 3 | 5 | -6.2
N#C[C@H]1[C@H](c2ccc(C#CC3CCCC3)cc2)[C@H](CO)N1C(=O)Nc1ccc(F)cc1 | 0.1 | -17 | 16 | 27 | 55 | 0 | -30 | 4.2
O=C(c1ccc(F)cc1F)N1CCN(c2ccccn2)CC1 | 0.4 | -5 | 2 | -2 | 5 | 1 | 3 | -0.5

An excerpt from above, showing only ARNT TACC3 PPI:
SMILES | ARNT TACC3 PPI
CCOc1ccc(OCC)c(NC(=O)Cn2cccc2)c1 | -4
O=C1C(O)=CC(=C(c2ccccc2)c2ccccc2)c2ccccc21 | 16

Screening data from PubChem.
